# M5 antag: human M5 muscarinic receptor antagonists, primary screen, CHO cells, Fluo-8 calcium fluorescence; Muscarinic acetylcholine receptor M5 (Homo sapiens), P08912; CHO-hM5 cells, ACh EC80; inhibition, % at 3 µM; 0.59% of 360,000 active; AID 624040, 2012;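 active = inhibition above a per-plate cutoff, the mean of that plate's test compounds plus 3 SD, cut at about 27% in these data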;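 note: 0% = acetylcholine EC80 with DMSO and 100% = DMSO without agonist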
# Target sequence (P08912 whole entry, looked up): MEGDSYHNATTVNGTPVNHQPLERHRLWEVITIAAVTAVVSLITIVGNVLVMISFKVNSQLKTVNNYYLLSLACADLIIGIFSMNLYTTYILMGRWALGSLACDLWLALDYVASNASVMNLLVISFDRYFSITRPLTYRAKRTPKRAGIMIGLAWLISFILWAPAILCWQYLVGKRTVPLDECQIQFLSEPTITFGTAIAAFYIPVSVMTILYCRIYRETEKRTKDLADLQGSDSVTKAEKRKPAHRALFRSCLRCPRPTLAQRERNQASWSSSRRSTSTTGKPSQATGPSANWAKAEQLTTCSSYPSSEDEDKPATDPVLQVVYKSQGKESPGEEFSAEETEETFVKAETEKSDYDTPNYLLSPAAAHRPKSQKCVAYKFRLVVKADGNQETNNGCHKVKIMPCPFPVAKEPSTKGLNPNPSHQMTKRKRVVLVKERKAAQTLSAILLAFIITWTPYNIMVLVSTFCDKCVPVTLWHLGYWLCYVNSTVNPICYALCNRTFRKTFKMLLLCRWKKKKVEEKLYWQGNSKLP
# CRFR2-BP antag: antagonists of CRF-BP/CRF-R2 complex, primary screen, cell-based, HEK293, calcium dye fluorescence, uHTS. CRF-induced calcium fluorescence. inhibition, % at 11.8 µM. 0.59% of 350,000 active. AID 588475, 2011;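 active = inhibition of the ligand-induced calcium signal above about 50% at the single tested concentration, limit read from the data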
# M5 PAM: human M5 muscarinic receptor positive allosteric modulators, primary screen, CHO-K1 cells, Fluo-8 calcium fluorescence; activation, % at 3 µM; Muscarinic acetylcholine receptor M5 (Homo sapiens), P08912; 0.3% of 360,000 active; CHO-K1 hM5, ACh EC20 PAM; 0% = ACh EC20, 100% = ACh EC100; AID 624038, 2012;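 active = activation above the run cutoff, the mean activation of all test compounds plus 3 SD, cut at about 18% in these data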
#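 System: CHO-K1 cell line with stable human muscarinic M5 receptor expression | Also added: EC20 acetylcholine as agonist stimulus | Compound: One concentration, 3 µM final (nominal) | Timing: Fluo-8 loading 80 min at 37 °C plus 30 min room temperature | Measured by: Fluo-8 calcium dye fluorescence, kinetic read | Read-out basis: % activation, ACh-normalized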
# CHRM5 agonist: human M5 muscarinic receptor agonists, primary screen, CHO-K1 cells, Fluo-8 calcium fluorescence | 0.19% of 360,000 active | Muscarinic acetylcholine receptor M5 (Homo sapiens), P08912 | CHO-K1 hM5 cells; 0% DMSO wells, 100% maximal acetylcholine response | activation, % at 3 µM;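 active = activation above the run's mean over test compounds plus 3 SD, cut at about 23% in these data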;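 note: signal is peak over basal fluorescence ratio across the kinetic read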
# CRFBP-R2 agonist: agonists of CRF-BP/CRF-R2 complex, primary screen, cell-based, HEK293, calcium dye fluorescence, uHTS | 0.46% of 350,000 active | CRF-binding protein / CRF receptor 2 complex (human) | calcium dye fluorescence (FLIPR); percent of saturating CRF peptide response | activation, % at 13.2 µM | AID 588473, 2011;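 active = activation of at least 50%, plus an integration ratio under a set limit after plate pattern correction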;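 note: plate controls were neutral control wells without compound for no effect and CRF at EC100 for full effect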
# CHRM4 agonist: human M4 muscarinic receptor agonists, primary screen, CHO-K1 cells, Fluo-8 calcium fluorescence | 0.14% of 360,000 active | CHO-K1 hM4/Gqi5; vehicle 0%, full acetylcholine response 100% | activation, % at 3 µM;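 active = activation above the run mean over all test wells plus 3 SD, cut at about 32% in these data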;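 note: peak over basal fluorescence ratio per well then scaled between controls; 0% = DMSO wells and 100% = acetylcholine at EC100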
# Target sequence (P08173 whole entry, looked up): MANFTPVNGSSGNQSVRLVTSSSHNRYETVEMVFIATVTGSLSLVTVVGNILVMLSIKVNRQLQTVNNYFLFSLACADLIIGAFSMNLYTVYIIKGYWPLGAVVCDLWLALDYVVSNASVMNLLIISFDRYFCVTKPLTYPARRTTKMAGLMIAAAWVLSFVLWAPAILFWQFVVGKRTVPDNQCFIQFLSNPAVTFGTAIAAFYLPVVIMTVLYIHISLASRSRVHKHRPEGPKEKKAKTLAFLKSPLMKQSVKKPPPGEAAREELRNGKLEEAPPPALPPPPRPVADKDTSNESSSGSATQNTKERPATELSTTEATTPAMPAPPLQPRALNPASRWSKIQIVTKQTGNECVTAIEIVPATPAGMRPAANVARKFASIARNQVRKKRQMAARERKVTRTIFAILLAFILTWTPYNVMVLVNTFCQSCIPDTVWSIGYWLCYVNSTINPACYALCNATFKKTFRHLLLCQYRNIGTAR
# CHRM4 antagonist: human M4 muscarinic receptor antagonists, primary screen, CHO cells, Fluo-8 calcium fluorescence. CHO-hM4 cells, ACh EC80. inhibition, % at 3 µM. 0.73% of 360,000 active. Muscarinic acetylcholine receptor M4 (Homo sapiens), P08173;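 active = inhibition above its plate's cutoff, the mean inhibition of sample wells plus 3 SD, cut at about 27% in these data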;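 note: 0% = acetylcholine EC80 with DMSO and 100% = DMSO without agonist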
# M1 PAM: human M1 muscarinic receptor positive allosteric modulators, primary screen, CHO-K1 cells, Fluo-8 calcium fluorescence, 1536-well; 0.088% of 360,000 active; Muscarinic acetylcholine receptor M1 (Homo sapiens), P11229; AID 588819, 2011; activation, % at 3 µM; CHO-K1 hM1, ACh EC20; 0% = ACh EC20, 100% = maximal ACh; in the data active = activation above about 19%, passing the limit was not always enough
# M4 PAM: human M4 muscarinic receptor positive allosteric modulators, primary screen, CHO-K1 cells, Fluo-8 calcium fluorescence; activation, % at 3 µM; AID 624126, 2012; 0.4% of 360,000 active; CHO-K1 hM4/Gqi5, ACh EC20; 0% = ACh EC20, 100% = maximal ACh;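 active = activation above its plate's cutoff, the mean activation of sample wells plus 3 SD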; note: some results filed as inactive read as strong as hits
# * marks the source's active call; other numbers are inactive results; . = no result given.
# Under each structure: CHRM4 agonist	M4 PAM	CHRM4 antagonist	CRFR2-BP antag	M5 PAM	CHRM5 agonist	M5 antag	M1 PAM	CRFBP-R2 agonist
> OCCC1CN(Cc2ccc3nonc3c2)CCN1Cc1ccsc1 (configuration not stated)
→ 2	-2	-1	-26	1	-2	4	5	0.7
> Cc1cnc(NC(=O)C2(c3ccccc3)CC2)s1
→ 1	15	-16	-14	-2	-7	-5	-5	1.1
> CCOC(=O)[C@@H]1[C@H]2COc3ccccc3[C@@H]2N2C(=O)N(c3ccc(Br)cc3)C(=O)[C@@]12C
→ 0	-1	0	.	2	0	-1	3	.
> CCC1(CC)C(=O)N(c2ccccc2)C(=N)N(c2ccccc2)C1=O
→ 0	7	-12	5	1	-3	-6	8	-0.3
> C[C@@H]1NS(=O)(=O)[C@H]2C[C@@H]3C=C[C@]2(O3)[C@H]1OC(=O)c1ccccc1Br
→ 7	4	8	6	-10	3	17	-1	0.6
> Cc1ccc(SCC(=O)NC(=O)Nc2ccc3c(c2)OCCO3)c(C)c1
→ 0	-2	-5	1	3	-2	-2	7	-1.5
> COc1ccc(NC(=O)CSc2nnc(Cc3cccn3C)n2CCc2ccccc2)c(OC)c1
→ 2	-10	7	18	1	3	-5	1	-2.1
> Cc1ccc(CN2C(=O)C(C)Nc3ncnc(N4CCOCC4)c32)cc1 (configuration not stated)
→ 2	15	0	-7	4	-3	9	17	-0.5
> Cc1nnc2n(c1=O)C(CS(=O)(=O)c1ccc3ccccc3c1)CS2 (configuration not stated)
→ 1	-1	-4	-9	-1	-2	11	7	0.0
> CCC(C)(C)NC(=O)C(c1ccco1)N(C(=O)Cn1nnc2ccccc21)c1ccc2c(c1)OCO2 (configuration not stated)
→ 0	5	4	-19	1	4	-8	10	0.6
> COc1ccc(C2C(C#N)=C(N)Oc3cc(N)ccc32)cc1OC (configuration not stated)
→ 0	1	-1	0	-7	2	14	4	4.1
> CCOc1ccc(NC(=O)c2ccc(NC(=O)COC(=O)c3ccc(NC(=O)CC#N)cc3)cc2)cc1
→ 0	4	-10	0	-2	3	1	9	2.4
> Cc1ccc(Cl)c(NC(=O)COC(=O)c2cc[n+]([O-])cc2)c1Cl
→ 0	1	-7	13	-7	-1	23	15	1.3
> O=c1[nH][nH]c(=O)c2c1[nH]c(=S)n2Cc1ccccc1
→ 0	0	-1	-2	-5	3	2	21	0.5
> CCC(C)NC(=O)c1ccc(C)c(NC(=O)C2=C(C)OCCS2)c1 (configuration not stated)
→ 0	-2	0	1	-5	-3	6	8	-0.8
> COC(=O)c1cc(O)c(OCc2ccccc2)c(O)c1
→ 1	-2	-10	35	-1	0	12	2	-2.0
> OCCCn1c(C2CCCN2c2nc(-c3ccc(Cl)cc3)cs2)nc2cc(Cl)c(N3CCCCC3)cc21 (configuration not stated)
→ 1	4	7	2	-3	-5	18	5	3.4
> CC12CCC(=O)N1C(C(=O)NCCN1C(=O)S/C(=C\c3ccc(F)cc3)C1=O)CS2 (configuration not stated)
→ 5	-6	2	-5	5	1	-5	0	0.5
> CSc1ncccc1C(=O)OCc1ccc([N+](=O)[O-])cc1
→ 1	4	-16	-4	5	-10	-2	2	1.5
> CCOCCCNC(=S)N1CCC(C(=O)c2ccc(C)cc2)CC1
→ 5	-3	-17	-2	-7	11	-19	7	-3.3
> Cn1c(Nc2ccc(Cl)cc2)cc(=O)n(C)c1=O
→ 1	3	2	4	6	5	-8	6	-0.7
> NC(=O)CC1NC(=O)c2ccccc21 (configuration not stated)
→ 0	-2	-2	1	-1	-1	3	-3	0.4
> CCCCOc1ccc(C(=O)NN2C(=O)NC3(CCCCC3)C2=O)cc1OC
→ 2	5	-5	0	-2	2	15	5	0.1
> COc1cccc(N2CC(C(=O)Nc3nnc(SCC(=O)N4CCCC4)s3)CC2=O)c1 (configuration not stated)
→ 0	-6	11	16	4	-4	3	5	0.2
> COc1cc2c(cc1OC)CN(C(=O)CCC(=O)c1ccc(F)cc1)CC2
→ 1	7	-7	1	2	4	0	12	1.3
> Cc1ccc2cc(CN(CCCO)S(=O)(=O)c3cccc4nsnc34)c(=O)[nH]c2c1
→ 7	-12	0	-7	-6	3	6	-4	0.0
> Clc1ccc(/C=N/NC2=Nc3cccc4cccc2c34)cc1
→ 5	-8	6	-5	-4	-3	10	-2	4.0
> CCOC(=O)c1c(NCCN(C)C)c2ccccc2[nH]c1=O
→ 1	8	17	6	10	-1	-2	11	1.8
> O=C(CCCNC(=O)/C(=C\c1ccc(F)cc1)NC(=O)c1ccccc1)OCc1ccccc1
→ 3	-1	0	8	-6	1	0	9	0.4
> CCN(CC)S(=O)(=O)c1ccc(C(=O)NC(=S)N2CCN(c3ccccc3O)CC2)cc1
→ 2	1	-14	-5	-3	-1	-1	4	-0.2
> O=C(CC1OC(=O)c2ccccc21)NNC(=O)c1ccc(F)cc1 (configuration not stated)
→ 1	6	7	4	5	0	4	6	0.1
> COCc1nc2ccccc2n1Cc1ccccc1
→ 0	1	-1	35	-10	-8	0	2	-1.4
> CSc1ccc(CN(C)C(=O)CNC(=O)c2ccc3c(c2)OCO3)cc1
→ 2	6	3	24	-3	0	2	1	-3.2
> O=C1COc2ccc(C(=O)CSc3nnc(NCc4ccccc4)s3)cc2N1
→ 19	-12	6	-12	-7	4	8	-3	0.4
> O=C(NC1=NCCS1)c1cc(Cl)ccc1Cl
→ 1	-6	-2	-6	4	3	-1	-2	-0.5
> O=C(COC(=O)c1cc(S(=O)(=O)Nc2ccccc2Cl)ccc1O)Nc1ccc(F)c(F)c1F
→ 11	-4	4	36	-14	5	16	-6	14
> COC(=O)[C@]12CCCCC=C1N(Cc1ccccc1)C(=O)[C@H](CC(=O)NCCc1ccccc1OC)C2
→ 6	-1	-1	.	-8	0	2	.	.
> Cc1ccc2oc(=O)ccc2c1
→ 1	7	-6	6	-4	1	3	4	-1.4
> C[C@H](NC(=O)NCc1ccc(F)cc1)C(=O)O
→ 0	16	-4	18	8	0	-11	11	-2.2
> Cc1cccc(C)c1NC(=O)CN(C)CC(=O)Nc1sc2c(c1C(N)=O)CCC2
→ 7	3	-30	-16	-3	-3	4	-2	0.0
> O=C(O)c1cscc1-c1cccc2ccccc12
→ 0	6	-8	30	-3	-1	16	2	-2.8
> CC1(C(=O)NS(=O)(=O)c2ccc(Cl)cc2)CCN1C(=O)C1(c2ccc(Cl)cc2)CCC1 (configuration not stated)
→ -1	2	-6	.	-3	0	9	-3	.
> CCN(C(=O)CSc1nnc(-c2ccccc2Br)o1)C1CCS(=O)(=O)C1 (configuration not stated)
→ 1	3	-2	3	14	4	2	9	-0.3
> O=C1/C(=N\S(=O)(=O)c2cccs2)C([n+]2ccc(CCCc3ccccc3)cc2)=C([O-])c2ccccc21
→ 2	-3	0	-7	7	4	-6	2	-0.7
> CC(NS(=O)(=O)c1ccccc1)C(=O)Nc1nccs1 (configuration not stated)
→ 0	-1	5	2	-4	0	3	4	-2.4
> CCC1(c2ccc(F)cc2)NC(=O)N(CC(=O)N2CCOCC2)C1=O (configuration not stated)
→ 1	0	-3	-13	-1	0	-2	4	-1.8
> COc1cccc(NC(=O)CN(C)C(=O)CCNC(=O)c2ccccc2Cl)c1
→ 1	4	1	-8	-11	8	3	2	-1.5
> COc1ccc(S(=O)(=O)N(C)CC(=O)Nc2ccccc2OC)cc1
→ 2	1	34*	1	0	-2	1	-3	2.2
> Cc1ccccc1OCC(=O)NC1=NCCS1
→ 1	-10	10	-16	-2	-2	-3	4	0.6
> Nc1cc2c(cc1Cl)-c1ccccc1C2=NO
→ 8	4	-2	-8	5	-3	11	11	-0.1
> COc1ccc(NS(=O)(=O)c2ccc3c(c2)CCO3)cc1
→ 5	-7	5	3	2	-13	-3	7	-1.2
> O=c1c2ccccc2nnn1CSc1nnc(-c2cccc(S(=O)(=O)N3CCCCC3)c2)o1
→ 5	-15	-5	12	-17	-15	7	-18	-0.6
> COc1ccc(CN(C)C(=O)c2cc(-c3ccc(OC)c(OC)c3)nc3ccccc23)c(OC)c1
→ 13	-11	27*	9	-8	-5	20	-8	-0.9
> O=c1oc2c(CN3CCOCC3)c(O)c(Cl)cc2c2c1CCC2
→ 0	6	-3	.	-2	-2	0	-2	.
> CN(CC(=O)Nc1ccc(F)cc1)C(=O)COC(=O)Cc1cccs1
→ 1	2	-12	2	-6	0	2	0	2.4
> CC(OC(=O)c1cccs1)C(=O)NCc1cccs1 (configuration not stated)
→ 0	4	3	13	-6	0	9	0	-0.3
> CC(C)c1ccc(N(C)C(=O)Cc2c(C(=O)O)n(C)c3ccccc23)cc1
→ -1	5	-5	1	1	-3	-3	7	-1.5

# For convenience, some entries already given.
# Under each structure: CHRM4 agonist	M4 PAM	CHRM4 antagonist	CRFR2-BP antag	M5 PAM	CHRM5 agonist	M5 antag	M1 PAM	CRFBP-R2 agonist
> COc1ccc(S(=O)(=O)N(C)CC(=O)Nc2ccccc2OC)cc1
→ 2	1	34*	1	0	-2	1	-3	2.2
> Cc1ccccc1OCC(=O)NC1=NCCS1
→ 1	-10	10	-16	-2	-2	-3	4	0.6
> Nc1cc2c(cc1Cl)-c1ccccc1C2=NO
→ 8	4	-2	-8	5	-3	11	11	-0.1
> COc1ccc(NS(=O)(=O)c2ccc3c(c2)CCO3)cc1
→ 5	-7	5	3	2	-13	-3	7	-1.2
> O=c1c2ccccc2nnn1CSc1nnc(-c2cccc(S(=O)(=O)N3CCCCC3)c2)o1
→ 5	-15	-5	12	-17	-15	7	-18	-0.6
> COc1ccc(CN(C)C(=O)c2cc(-c3ccc(OC)c(OC)c3)nc3ccccc23)c(OC)c1
→ 13	-11	27*	9	-8	-5	20	-8	-0.9
> O=c1oc2c(CN3CCOCC3)c(O)c(Cl)cc2c2c1CCC2
→ 0	6	-3	.	-2	-2	0	-2	.
> CN(CC(=O)Nc1ccc(F)cc1)C(=O)COC(=O)Cc1cccs1
→ 1	2	-12	2	-6	0	2	0	2.4
> CC(OC(=O)c1cccs1)C(=O)NCc1cccs1 (configuration not stated)
→ 0	4	3	13	-6	0	9	0	-0.3
> CC(C)c1ccc(N(C)C(=O)Cc2c(C(=O)O)n(C)c3ccccc23)cc1
→ -1	5	-5	1	1	-3	-3	7	-1.5

# Compound activity: PubChem BioAssay, several laboratories
